SK-BR-3 tox 24h: SK-BR-3 proliferation inhibitors; SK-BR-3 viability, CellTiter-Glo ATP luminescence, 24 h; active compounds read low; viability, % at 10 µM; 41,000 compounds, 0.47% hits; AID 847;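 active = viability at or below the median of all test compounds minus 3 SD, in both replicates if run twice, cut at about 45% in these data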;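 also: 100% = median untreated cell wells and 0% = median positive control drug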
Active calls of the source: *.

SMILES	SK-BR-3 tox 24h
CCC(CO)N=CC1=C(O)CC(C)(C)CC1=O (stereo not given)	87
O=C(COC(=O)C1=COCCO1)Nc1ccccc1Oc1ccccc1	104
CCc1nnc(NC(=O)c2ccc(N(C)S(=O)(=O)c3ccccc3)cc2)s1	84
CN(c1ccc(C(=O)Nc2cccnc2)cc1)S(C)(=O)=O	92
CC(NC(=O)c1ccccc1Cl)C1COc2ccccc2O1 (stereo not given)	91
COc1ccc(C=NCCCN2CCOCC2)cc1	128
OC1CCCCC1Sc1nc2ccccc2s1 (stereo not given)	87
COc1ccc(Cc2nnc(SCC(=O)Nc3ncc(C)s3)o2)cc1	96
CCC(C)(C)n1nnnc1C(c1cccc(C#N)c1)N1CCN(c2cccc(C)c2C)CC1 (stereo not given)	96
COc1ccccc1CNC(=O)CCn1c(=O)[nH]c2ccsc2c1=O	87
COC(=O)C(CC(=O)c1ccc(Br)cc1)n1ccnc1 (stereo not given)	86
COc1ccc(-c2ccc(-c3nnc(-c4ccncc4)o3)cc2)cc1	109
O=C(Nc1cccnc1)Nc1ccc(F)c(Cl)c1	91
C=CCOc1nc(-c2ccncc2)nc2ccccc12	94
O=C(CN1C(=O)COc2ccccc21)c1cccc(Cl)c1	95
Cc1ccc(-n2nc(C)c3c(-c4cccs4)c(C#N)c(N)nc32)cc1	89
Cn1nnnc1SCC(=O)c1ccco1	93
CCn1c(SCC#N)nc2c(c1=O)C1(CCCC1)Cc1ccccc1-2	95
O=C(CSc1nc2ccccc2c(=O)[nH]1)c1ccc(O)c(O)c1	118
CCOC(=O)c1ccc(NC(=O)C2C3C=CC(C3)C2C(=O)O)cc1 (stereo not given)	125
CC(C)CNS(=O)(=O)c1ccc(C(=O)Nc2ccc3c(c2)OCCO3)cc1	63
CC(=O)N[C@@H](CS)C(=O)O	87
CC(=O)NC1C(=O)N(CCc2ccccc2)c2ccccc21 (stereo not given)	74
O=C(CS(=O)(=O)Cc1ccccc1)N1CCc2ccccc2C1	105
COCCOC(=O)c1c(C)oc2ccc(OCc3cc(C(=O)OC)oc3C)cc12	83
Next section:
SMILES	SK-BR-3 tox 24h
c1ccc(-c2cc(N3CCCCCC3)n[nH]2)cc1	77
COc1cc(-c2nc3ccccn3c2NCC2CCCO2)ccc1O (stereo not given)	88
C(=C\c1ccccc1)/CN1CCN(C(c2ccccc2)c2ccccc2)CC1	98
COC(=O)CSC1=C(C#N)C(=O)NC2(CCCCC2)S1	95
COC(=O)c1cc(C(=O)OC)cc(-n2c(C)cc(C(=O)CC#N)c2C)c1	108
CCOC(=O)NC1(C(F)(F)F)NC(=O)N(C2CCCCC2)C1=O (stereo not given)	104
O=C1NCCN1C(=O)C12CC3CC(CC(C3)C1)C2	92
Cc1cc2nc(SCCN3CCCC3)[nH]c2cc1C	96
O=c1cc(-c2ccccc2)nc2nc(SCc3ccccc3)[nH]n12	94
O=C1CC(N2CCOCC2)C(=O)N1c1ccccc1Cl (stereo not given)	105
Cc1cc(=O)oc2n[nH]c(-c3ccccc3)c12	115
COc1ccc2oc(=O)c(C(=O)N3CCN(c4ccccc4F)CC3)cc2c1	91
CCOC(=O)N1CCN(C(=O)C(CC(C)C)NC(=O)C2CCCCC2)CC1 (stereo not given)	98
O=C(COc1ccccc1)Nc1cccc2nsnc12	86
Cn1c(=O)c2c(ncn2CC(=O)N2CCN(c3cccc(Cl)c3)CC2)n(C)c1=O	90
C/C(=C1/SC(N2CC(C)OC(C)C2)=NC1=O)c1ccccc1 (stereo not given)	85
O=C(CSc1n[nH]c(-c2cccnc2)n1)Nc1ccnc2ccccc12	90
CCOC(=O)CSc1nnc(C2CCCCC2)n1C	82
CCCN1CCN(C(=O)CCCNC(=O)Cn2cnc3sc(C)c(C)c3c2=O)CC1	89
CC(=O)N1CC=C2C(C#N)=C(N)C(C#N)(C#N)C(C)C2C1 (stereo not given)	91
CC(C)(C)C1CCc2onc(C(=O)Nc3ccc(F)cc3F)c2C1 (stereo not given)	81
COc1ccccc1-c1nnc(SCC(=O)Nc2ccc(Cl)cc2Cl)o1	103
COc1ccc(CCN(Cc2cc3cccc(C)c3[nH]c2=O)C(=O)N2CCCC2)cc1OC	90
COC(=O)Cn1cnc2sc(C)c(S(=O)(=O)N3CCN(c4ccccc4OC)CC3)c2c1=O	70
Cc1cc(C)n(/N=C/c2cccc(O)c2)c(=O)c1C(N)=O	86
Remaining list, next part
SMILES	SK-BR-3 tox 24h
COc1ccc(OC)c(NS(=O)(=O)c2cccs2)c1	69
CN(C)c1ccc(C(c2nnnn2C(C)(C)C)N2CCN(C(=O)c3ccco3)CC2)cc1 (stereo not given)	102
CCOC(=O)C1=C(C)Nc2ncnn2C1c1ccccc1F (stereo not given)	71
CCn1nnnc1SCC(=O)Nc1cccc(NC(C)=O)c1	75
CC(C)(C)c1ccc2c(c1)OCC(C(=O)O)O2 (stereo not given)	98
COc1ccc(NC(=O)C(CC(=O)O)Cc2ccccc2)cc1 (stereo not given)	113
Cc1cnn(-c2ccc3nnc(-c4ccc(Br)cc4)n3n2)c1	96
CC(CCc1ccccc1)NC(=O)CSc1nccc(=O)[nH]1 (stereo not given)	97
CC(C)(C)Nc1nc(SCc2ccccc2)nc(N2CCOCC2)n1	97
COC(=O)c1[nH]c2ccc(C)cc2c1NC(=O)CN1CCN(c2ccc(F)cc2)CC1	116
COc1ccc(S(=O)(=O)N2CCN(c3ccccc3OC)CC2)cc1OC	99
Cc1ccc(CS(=O)(=O)CCC(=O)N2CCOCC2)cc1	83
COc1ccc(OC)c(C2C(C(C)=O)=C(O)C(=O)N2Cc2cccnc2)c1 (stereo not given)	107
Cc1ccc(S(=O)(=O)Cn2nnnc2CN2CCN(C(=O)c3ccco3)CC2)cc1	88
CCOc1ccc(CCNC(=O)C2CCC(=O)N2C2CCCCC2)cc1OCC (stereo not given)	84
COc1ccc(-c2cc3ccccc3oc2=O)cc1NC(=O)c1ccc(Br)o1	75
Cc1cccc(-c2c3c(=O)n(C)c(=O)n(C)c3cn2CCO)c1	85
COc1ccc(-n2c(SCC(=O)N3CCCCC3)nnc2-c2cccnc2)cc1	76
CCOC(=O)Nc1ccc2c(c1)N(C(=O)N1CCN(C)CC1)c1ccccc1S2	86
Cc1cc(-n2c(C)cc(C(=O)CSc3ncnc4ccccc34)c2C)no1	85
CCCCCCC(c1c(C)n(C)n(-c2ccccc2)c1=O)c1c(C)n(C)n(-c2ccccc2)c1=O	89
COC(=O)CSc1nnc(CNC(=O)c2ccccc2OC)n1-c1ccc(OC)cc1	95
CS(=O)(=O)Nc1ccc(S(=O)(=O)NCCc2ccccc2)cc1	100
CS(=O)(=O)C1=C(O)C(=O)N(CCCC(=O)O)C1c1ccccc1F (stereo not given)	82
CCOC(=O)C1=C(N)Oc2cc(C)[nH]c(=O)c2C1c1ccncc1 (stereo not given)	96
Remaining list, next part.
SMILES	SK-BR-3 tox 24h
Cc1ccc(C)c(-n2c(Cc3cc(=O)[nH]c(=O)[nH]3)nnc2SCC(=O)NCc2ccco2)c1	65
O=C(O)c1cccn2c(=O)c3ccccc3nc12	87
Cc1cc(C)c(OCC(=O)Nc2cccc(NC(=O)c3ccco3)c2)c(Br)c1	80
Cc1ccccc1CSc1nnc(-c2ccco2)n1Cc1ccco1	134
Cc1ccccc1-c1nnc(SCC(=O)Nc2ccc(Cl)cc2)n1N	92
COc1ccc(-c2noc(CCC(=O)NCc3cccnc3)n2)cc1	69
COc1cccc(C(=O)N2CCSC2=S)c1	92
Nc1nc2ccccc2n1C(=O)CCc1ccccc1	103
Cc1c(C(=O)N2CCOCC2)oc2ccc(S(=O)(=O)N3CCCCCC3)cc12	65
CCCCn1c(CN(Cc2ccccc2)Cc2ccccc2)nc2c1c(=O)n(C)c(=O)n2C	92
CCCC(=O)c1ccc(N2CCCCCC2)c(F)c1	80
Cc1noc(C)c1C(=O)OC(C(=O)NC1CCCC1)c1ccc(F)cc1 (stereo not given)	87
Cc1ccnn2c(-c3ccccc3)c3c(=O)n(C)c(=O)n(C)c3c12	84
CC(C)COc1ccc(C(=O)OCCN2CCOCC2)c(O)c1	88
CC1CN(Cc2nc3c(c(=O)n(C)c(=O)n3C)n2CCc2ccccc2)CC(C)O1 (stereo not given)	86
CCOC(=O)Cc1cnc(NC(=O)NC(C(=O)OCC)(c2ccccc2)C(F)(F)F)s1 (stereo not given)	113
CCOc1ccc(NC(=O)C(C)Sc2nnnn2C)cc1 (stereo not given)	99
O=C(Cc1cccs1)N1CCN(c2ccccn2)CC1	87
CCCNC(=O)CCC(=O)Nc1ncc(-c2ccc(C)cc2)n1C	96
O=C(O)C1[C@H]2C(=O)N(Cc3cccs3)C[C@]23C=C[C@H]1O3 (stereo not given in full)	93
O=C(NCCCN1CCCC1=O)c1cccs1	110
COc1ccc(CCn2c(C)ccc2C)cc1OC	95
CCCOc1ccc(N2C(=O)C3ON(c4ccccc4)C(c4ccc(O)c(OC)c4)C3C2=O)cc1 (stereo not given)	104
O=C1CC(c2nc3ccccc3[nH]2)CN1c1ccccc1 (stereo not given)	93
COC(=O)c1[nH]c(C)c(/C(O)=C2\C(=O)C(=O)N(CCN(C)C)C2c2ccccc2OC)c1C (stereo not given)	99

Reprinted from above (21 entries):
SMILES	SK-BR-3 tox 24h
O=C(COc1ccccc1)Nc1cccc2nsnc12	86
Cn1c(=O)c2c(ncn2CC(=O)N2CCN(c3cccc(Cl)c3)CC2)n(C)c1=O	90
C/C(=C1/SC(N2CC(C)OC(C)C2)=NC1=O)c1ccccc1 (stereo not given)	85
O=C(CSc1n[nH]c(-c2cccnc2)n1)Nc1ccnc2ccccc12	90
CCOC(=O)CSc1nnc(C2CCCCC2)n1C	82
CCCN1CCN(C(=O)CCCNC(=O)Cn2cnc3sc(C)c(C)c3c2=O)CC1	89
CC(=O)N1CC=C2C(C#N)=C(N)C(C#N)(C#N)C(C)C2C1 (stereo not given)	91
CC(C)(C)C1CCc2onc(C(=O)Nc3ccc(F)cc3F)c2C1 (stereo not given)	81
COc1ccccc1-c1nnc(SCC(=O)Nc2ccc(Cl)cc2Cl)o1	103
COc1ccc(CCN(Cc2cc3cccc(C)c3[nH]c2=O)C(=O)N2CCCC2)cc1OC	90
COC(=O)Cn1cnc2sc(C)c(S(=O)(=O)N3CCN(c4ccccc4OC)CC3)c2c1=O	70
Cc1cc(C)n(/N=C/c2cccc(O)c2)c(=O)c1C(N)=O	86
COc1ccc(OC)c(NS(=O)(=O)c2cccs2)c1	69
CN(C)c1ccc(C(c2nnnn2C(C)(C)C)N2CCN(C(=O)c3ccco3)CC2)cc1 (stereo not given)	102
CCOC(=O)C1=C(C)Nc2ncnn2C1c1ccccc1F (stereo not given)	71
CCn1nnnc1SCC(=O)Nc1cccc(NC(C)=O)c1	75
CC(C)(C)c1ccc2c(c1)OCC(C(=O)O)O2 (stereo not given)	98
COc1ccc(NC(=O)C(CC(=O)O)Cc2ccccc2)cc1 (stereo not given)	113
Cc1cnn(-c2ccc3nnc(-c4ccc(Br)cc4)n3n2)c1	96
CC(CCc1ccccc1)NC(=O)CSc1nccc(=O)[nH]1 (stereo not given)	97
CC(C)(C)Nc1nc(SCc2ccccc2)nc(N2CCOCC2)n1	97

Further entries follow:
SMILES	SK-BR-3 tox 24h
COc1cc2nc(C3CC3)n(NC(=O)c3ccc(F)cc3)c(=O)c2cc1OC	75
Nc1cc(=O)[nH]n1C1CCN(c2ccccc2)CC1	73
CCOc1cc(S(=O)(=O)Nc2ccc(Cl)cn2)ccc1F	89
CC(=O)Oc1cccc(N2C(=O)CC(Nc3ccc(N4CCOCC4)cc3)C2=O)c1 (stereo not given)	87
CCOc1ccc(C(=O)NCCCn2ccnc2)cc1	80
COc1cc(-c2nn3c(COc4ccccc4)nnc3s2)cc(OC)c1OC	106
COc1cc(CN2CCC(C(=O)N3CCN(c4ccccc4F)CC3)CC2)cc(OC)c1OC	87
O=C(NC1CC2CCCC(C1)N2C(=O)Nc1ccccc1)c1ccncc1 (stereo not given)	79
CCS(=O)(=O)N1CCCC(C(=O)NCCCOC(C)C)C1 (stereo not given)	89
O=C(CN1CCN(c2ncccn2)CC1)NCCC1=CCCCC1	80
Cc1cc(C)nc(NS(=O)(=O)c2ccc(NC(=O)NC3CCCCC3)cc2)n1	81
COc1cccc2c(C)nc(Nc3nc(CSc4nnc(C)s4)cc(=O)[nH]3)nc12	94
CN1CCN(C(=O)c2ccccc2-c2nc(-c3ccc(Cl)cc3)no2)CC1	94
CCOc1cc(S(=O)(=O)NC2CC(C)(C)NC(C)(C)C2)ccc1F	96
CC1(C)CC(=O)CC(C)(C)N1OC(=O)c1ccncc1	93
Cn1ncc(C#N)c1/N=C/N1CCOCC1	91
Cc1cc(C(c2nnnn2Cc2ccccc2)N2CCOCC2)c(C)n1-c1ccc2c(c1)OCO2 (stereo not given)	75
O=C(NCC1CCCO1)c1ccccc1-c1nc(-c2ccccc2)no1 (stereo not given)	99
CC1(C)Cc2nc3oc4c(N(CCO)Cc5ccccc5)ncnc4c3cc2CO1	71
Cc1c(C)c2cc(Cl)c(O)c(CN(C)C)c2oc1=O	113
COC(=O)c1cccc(Cn2nnc3ccccc3c2=O)c1	82
O=C(N1CCCCCC1)N1CCN(S(=O)(=O)N2CCCCC2)CC1	77
CCN(CC)C(=O)CSc1nc2ccccc2c(=O)n1CC1CCCCC1	81
CCOC(=O)C1=C(N)Oc2cc(C)n(CCc3ccc(OC)c(OC)c3)c(=O)c2C1c1cccnc1 (stereo not given)	87
COc1ccc(Cl)cc1NC(=O)N1CCN(CCc2ccccc2)CC1	99

Two records drawn at random from those above, as already listed:
SMILES	SK-BR-3 tox 24h
CCN(CC)C(=O)CSc1nc2ccccc2c(=O)n1CC1CCCCC1	81
CCOc1cc(S(=O)(=O)Nc2ccc(Cl)cn2)ccc1F	89

Other results follow:
SMILES	SK-BR-3 tox 24h
COc1ccc(-n2c(=O)c3c4c(sc3n3c(C)nnc23)CC(C)CC4)cc1 (stereo not given)	80
O=C(O)CCc1ccc(-c2ccc(F)cc2)n1CCC(=O)O	91
O=C(Nc1cc(C(=O)N2CCCC2)ccc1N1CCCC1)c1ccccc1F	117
COC(=O)c1ccccc1NC(=O)C1CCCC1	96
O=C(CCCCCC(=O)N(CCO)CCO)N(CCO)CCO	98
O=c1c[n+]([O-])c2ccccc2n1OCc1ccccn1	87

Compound activity as filed in PubChem BioAssay.

The list is partial; the hit share may differ from the screen's.
